High-throughput results (PubChem)
SW480 rereplic: A quantitative high throughput screen for small molecules that induce DNA re-replication in SW480 colon adenocarcinoma cells. SW480 DNA re-replication, Hoechst DNA content imaging, 48 h. Potency, µM (titrated, usually from 46.1 µM), inactives show at the highest dose re-replication activation, actives largely listed as activators. 340,000 tested, 1.8% active; note: potency is the fitted concentration of half-maximal effect; % of control where 0% means no effect; nearly all actives have a fitted effect of over 55% in size
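250 cells/well; 23 nL cpd via pin tool; 48 hr, 37 C, 5% CO2; Hoechst 40 min; imager read of total nuclear intensity, ex 405/em 500-530 nm.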
DRD3 antagonist: qHTS of D3 Dopamine Receptor Antagonist: qHTS | max response, negative = inhibition, % | AID 652054, 2013 | D3R cells, DiscoveRx beta-arrestin luminescence, antagonist mode; hits give low values | 360,000 tested, 2.5% active | D(3) dopamine receptor (Homo sapiens), P35462; in the data active = max response below about -50%; inconclusive = no clear call, values can overlap the other calls; note: % is set by controls: 0 for no effect and ±100 for the full control effect; mostly tested at two doses, the higher about 12 µM
Target sequence (P35462 whole entry, looked up): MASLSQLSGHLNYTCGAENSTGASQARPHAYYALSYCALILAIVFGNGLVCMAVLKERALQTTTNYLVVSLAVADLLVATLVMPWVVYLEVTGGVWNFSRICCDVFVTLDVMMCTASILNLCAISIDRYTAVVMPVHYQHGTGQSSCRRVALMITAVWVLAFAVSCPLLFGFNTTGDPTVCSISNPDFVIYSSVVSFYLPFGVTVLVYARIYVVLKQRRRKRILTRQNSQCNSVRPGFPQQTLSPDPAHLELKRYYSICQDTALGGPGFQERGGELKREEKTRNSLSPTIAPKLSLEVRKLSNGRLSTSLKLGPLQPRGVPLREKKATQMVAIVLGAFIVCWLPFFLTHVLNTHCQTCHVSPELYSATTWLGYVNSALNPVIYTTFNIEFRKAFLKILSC
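Cells expressing the human receptor were seeded at 1500 cells/well, incubated overnight at 37 degrees C in 5% CO2, then exposed to library compounds with dopamine controls for 90 minutes at 37 degrees C before luminescent detection.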
HT1080 IDH1KD tx: qHTS for induction of synthetic lethality in tumor cells producing 2HG: qHTS for the HT-1080-IDH1KD cell line. HT-1080 IDH1 knockdown viability, ATP luminescence, 48 h. Potency, µM (top dose mostly 46.1 µM), inactives show top-dose activity, negative = toxicity, actives largely listed as cytotoxic. 360,000 tested, 2% active. AID 686971, 2013;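 note: potency is the fitted concentration of half-maximal effect; 0% = DMSO wells and -100% = cell-free medium wells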
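Luminescent ATP read-out (CellTiter-Glo, 10 min at room temperature) after 48 h compound exposure at 37 °C gave viability of IDH1-knockdown HT-1080 cells. Activity was normalised to DMSO and cell-free wells, then fitted as concentration-response curves.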
KB-3-1 tox: qHTS assay for MDR1-selective chemotherapeutics: Primary screen using the parental adenocarcinoma cell KB-3-1 | KB-3-1 viability, CellTiter-Glo ATP luminescence, 72 h | Potency, µM (highest dose often 46.1 µM), inactives show at the highest dose activity change, negative = cytotoxic, hits mostly cytotoxic | 400,000 tested, 1.4% active | AID 1347075, 2019; note: potency is the fitted concentration of half-maximal effect; % is set by controls: 0 for no effect and ±100 for the full control effect; nearly all actives have a fitted effect of over 60% in size
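Parental KB-3-1 viability, qHTS format: 72 h compound exposure, 37 °C; CellTiter-Glo; media-only wells and DMSO plates as controls; concentration-effect fits on corrected data.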
KB-V1 MDR tox: qHTS assay for MDR1-selective chemotherapeutics: Primary screen using the drug-selected MDR subline cells KB-V1; KB-V1 MDR cells viability, CellTiter-Glo, 72 h; Potency, µM (series often up to 46.1 µM), inactives show at the top dose activity change, negative = cytotoxicity, hits mostly cytotoxic; 400,000 tested, 3.4% active; AID 1347076, 2019; note: potency is the fitted concentration of half-maximal effect; % is set by controls: 0 for no effect and ±100 for the full control effect; nearly all actives have a fitted effect of over 60% in size
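In this primary screen, KB-V1 cells overexpressing P-gp are incubated with library compounds (lowest to highest concentration) for 72 h at 37 degrees C before a luminescent ATP viability read.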
HT1080-NT tox: qHTS for induction of synthetic lethality in tumor cells producing 2HG: qHTS for the HT-1080-NT fibrosarcoma cell line | HT-1080-NT fibrosarcoma viability, CellTiter-Glo ATP luminescence, 48 h | Potency, µM (top dose mostly 46.1 µM), for inactives: at the top dose activity, negative = less viability, actives largely listed as cytotoxic | 360,000 tested, 1.6% active | AID 686970, 2013;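 note: NT is the 2HG producing partner of a matched IDH1 knockdown line; potency is the fitted concentration of half-maximal effect; 0% = DMSO-treated cells and -100% = media-only wells without cells; nearly all actives have a fitted effect of over 55% in size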
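Viability by CellTiter-Glo luminescence after 48 h compound exposure at 37C of HT-1080-NT cells (750/well, RPMI, 5% FBS). % activity scaled between DMSO wells and medium-only wells, then curve-fitted and categorized by curve class.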
DRD3 agonist: qHTS of D3 Dopamine Receptor Agonist: qHTS; D(3) dopamine receptor (Homo sapiens), P35462; 410,000 tested, 0.58% active; max activation, %; D3R DiscoveRx beta-arrestin cells, luminescence, 90 min; in the data active = max activation above about 30%; note: 0% is about no effect; mostly tested at two doses, the higher about 12 µM
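Agonist mode: compounds and dopamine controls were applied to plated cells for 90 min at 37 degrees C after an overnight attachment at 1500 cells/well. Luminescent read-out followed 30 - 60 minutes at room temperature with DiscoveRx detection reagent.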
GLP1R ag: qHTS of GLP-1 Receptor Agonists. Glucagon-like peptide 1 receptor (Homo sapiens), P43220. HEK293 GLP-1R CRE-luciferase, luminescence, 4-6 h; cells express a hypersensitive GLP-1R form. Potency, µM (highest dose often 45.6 µM), for inactives: at the top dose activation, hits mostly activators. 380,000 tested, 0.007% active. AID 624172, 2012; note: potency is the fitted concentration of half-maximal effect; % of control where 0% means no effect
Target sequence (P43220 whole entry, looked up): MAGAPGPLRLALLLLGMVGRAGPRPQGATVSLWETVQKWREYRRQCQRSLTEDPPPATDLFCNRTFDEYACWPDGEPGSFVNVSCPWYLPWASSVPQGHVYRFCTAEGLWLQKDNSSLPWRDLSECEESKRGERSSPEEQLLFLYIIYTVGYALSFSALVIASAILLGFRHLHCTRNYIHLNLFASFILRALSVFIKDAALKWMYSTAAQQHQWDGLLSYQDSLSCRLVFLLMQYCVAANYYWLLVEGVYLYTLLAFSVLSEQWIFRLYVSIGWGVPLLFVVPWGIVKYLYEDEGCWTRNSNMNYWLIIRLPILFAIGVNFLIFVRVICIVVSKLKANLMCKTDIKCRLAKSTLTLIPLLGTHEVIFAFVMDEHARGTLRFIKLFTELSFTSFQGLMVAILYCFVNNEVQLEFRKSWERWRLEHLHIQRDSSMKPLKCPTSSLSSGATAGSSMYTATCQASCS
IL-1B inflam inh: qHTS for Inhibitors of Inflammasome Signaling: IL-1-beta AlphaLISA Primary Screen; 360,000 tested, 4.7% active; AID 743279, 2014; THP-1 LPS/ATP IL-1B secretion, AlphaLISA, 16 h; hits give low values; activity change, % at 57.5 µM; in the data active = activity change below about -50%; inconclusive = mostly about -30% to -49%; note: % is set by controls: 0 for no effect and ±100 for the full control effect
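THP-1 cells pretreated 1 hr with compounds (up to 57.5 uM final), then stimulated with LPS (250 ng/mL final) plus ATP (1.25 mM final); secreted IL-1B measured by AlphaLISA after 16 hr, decreased signal indicating inhibition.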
Active calls of the source: *; ? = inconclusive; nt = no result given; [ ] = remark or other dose. Unless noted, calls come from the whole dose curve; as a rule, active = well fitted curve in the direction sought with a large enough effect; inconclusive = small, poorly fitted or top-dose-only effect, or another doubt; inactive = no such curve, though single readings can be large; an effect the other way counts as inactive or inconclusive. This is a random part of the collection. About 12% of those tested had a hit in this group.

Preview:
mol | SW480 rereplic | DRD3 antagonist | HT1080 IDH1KD tx | KB-3-1 tox | KB-V1 MDR tox | HT1080-NT tox | DRD3 agonist | GLP1R ag | IL-1B inflam inh
Cc1cc(NC(=O)c2ccccc2Cl)ccc1NC(=O)c1ccccc1Cl | -3% | -1 | 0% | 2% | 0% | -2% | -4 | 5% | -2
CN(CCC#N)C(=O)CSc1ncnc2sc(-c3ccccc3)cc12 | 2% | 19 | -1% | -6% | ? | -1% | -6 | 30% | ?
COc1ccc(NC(=O)C2CC(=O)NC3=C2C(=O)CC(C)(C)C3)cc1 (stereo not given) | -12% | -7 | -1% | 2% | -4% | -1% | 0 | -9% | 3
CC1=C(C(=O)NCc2ccccc2)C(c2cccs2)NC(=S)N1 (stereo not given) | -14% | 2 | -1% | 7% | 10% | 15% | -2 | 8% | -16
c1cncc(-c2nnc(SCc3cccc4ccccc34)o2)c1 | -12% | 17 | -23% | -3% | -4% | -24% | -2 | 14% | 0
CCCCN(C(=O)COC(=O)COc1c(C)cc(C)cc1C)c1c(N)n(CCC)c(=O)[nH]c1=O | -109%[inhibitor] | 9 | 1% | 3% | 1% | 2% | 4 | 14% | 53
O=C(COC(=O)c1ccco1)Nc1ccc2c(c1)OCO2 | -2%[9.22 µM] | -2 | -2% | 12% | 8% | 0% | -2 | 0% | -3
Nc1ncnc2c1ncn2[C@@H]1O[C@H](C(=O)N2CCC[C@@H]2C(=O)OCc2ccccc2)[C@@H](O)[C@H]1O | nt | 8 | 1% | 0% | -1% | 14% | 7 | 5% | 23
CC(=O)N1CCSc2ccc(S(=O)(=O)NCCc3cccc(C)c3)cc21 | 0% | -19 | -15% | -29% | -15% | -17% | 15 | 10% | -80*
Cc1c(C(=O)Oc2cc(N)n(S(C)(=O)=O)n2)cccc1[N+](=O)[O-] | 3% | 1 | 7% | -6% | 7% | 2% | 4 | 1% | -11
Cc1ccc2cc(CN(Cc3ccccc3)Cc3nnnn3C3CCCC3)c(=O)[nH]c2c1 | ? | 9 | ? | -12% | ? | ? | -2 | -1% | -63*

This part in full, repeating the preview:
mol | SW480 rereplic | DRD3 antagonist | HT1080 IDH1KD tx | KB-3-1 tox | KB-V1 MDR tox | HT1080-NT tox | DRD3 agonist | GLP1R ag | IL-1B inflam inh
Cc1cc(NC(=O)c2ccccc2Cl)ccc1NC(=O)c1ccccc1Cl | -3% | -1 | 0% | 2% | 0% | -2% | -4 | 5% | -2
CN(CCC#N)C(=O)CSc1ncnc2sc(-c3ccccc3)cc12 | 2% | 19 | -1% | -6% | ? | -1% | -6 | 30% | ?
COc1ccc(NC(=O)C2CC(=O)NC3=C2C(=O)CC(C)(C)C3)cc1 (stereo not given) | -12% | -7 | -1% | 2% | -4% | -1% | 0 | -9% | 3
CC1=C(C(=O)NCc2ccccc2)C(c2cccs2)NC(=S)N1 (stereo not given) | -14% | 2 | -1% | 7% | 10% | 15% | -2 | 8% | -16
c1cncc(-c2nnc(SCc3cccc4ccccc34)o2)c1 | -12% | 17 | -23% | -3% | -4% | -24% | -2 | 14% | 0
CCCCN(C(=O)COC(=O)COc1c(C)cc(C)cc1C)c1c(N)n(CCC)c(=O)[nH]c1=O | -109%[inhibitor] | 9 | 1% | 3% | 1% | 2% | 4 | 14% | 53
O=C(COC(=O)c1ccco1)Nc1ccc2c(c1)OCO2 | -2%[9.22 µM] | -2 | -2% | 12% | 8% | 0% | -2 | 0% | -3
Nc1ncnc2c1ncn2[C@@H]1O[C@H](C(=O)N2CCC[C@@H]2C(=O)OCc2ccccc2)[C@@H](O)[C@H]1O | nt | 8 | 1% | 0% | -1% | 14% | 7 | 5% | 23
CC(=O)N1CCSc2ccc(S(=O)(=O)NCCc3cccc(C)c3)cc21 | 0% | -19 | -15% | -29% | -15% | -17% | 15 | 10% | -80*
Cc1c(C(=O)Oc2cc(N)n(S(C)(=O)=O)n2)cccc1[N+](=O)[O-] | 3% | 1 | 7% | -6% | 7% | 2% | 4 | 1% | -11
Cc1ccc2cc(CN(Cc3ccccc3)Cc3nnnn3C3CCCC3)c(=O)[nH]c2c1 | ? | 9 | ? | -12% | ? | ? | -2 | -1% | -63*
Cc1occc1C(=O)Nc1ccc([N+](=O)[O-])cc1Br | ? | -17 | -2% | 0% | 0% | -2% | -2 | -4% | -20
c1ccc(-c2csc(-c3cccnc3)n2)cc1 | -5% | -11 | 7% | 25% | -21% | -10% | -6 | 4% | -6
O=C(Oc1cccc(NC(=O)c2ccco2)c1)c1cccc(S(=O)(=O)N2CCCC2)c1 | -6% | -12 | -7% | 0% | 4% | -4% | -2 | -4% | 5
CC(=O)NCCNc1nc2cc(-c3cc(F)ccc3C)sc2c(=O)n1C | nt | 14 | -13% | 0% | -4% | -10% | 3 | 11% | 25
CC(Sc1nc2ccccc2s1)C(=O)Nc1nnc(C(C)C)s1 (stereo not given) | -8% | -16 | 8% | 11% | -3% | -5% | 1 | 7% | 37
CC(=O)Nc1nc2nc(-c3ccccc3)cc(-c3ccccc3)n2n1 | -5% | -14 | 0% | 14% | -8% | 2% | 0 | -1% | ?
CC1Nc2ncnc(N3CCN(c4ccccc4)CC3)c2N(Cc2ccc(Br)cc2)C1=O (stereo not given) | 6% | -156* | ? | ? | ? | -27% | -79 | -5% | ?
O=C(Cn1nc(C(=O)O)c2ccccc2c1=O)Nc1cc(Cl)cc(Cl)c1 | 1% | 1 | -4% | -8% | -7% | 3% | -8 | 4% | 12

Some of the entries so far, with each value named.
CC1=C(C(=O)NCc2ccccc2)C(c2cccs2)NC(=S)N1 (stereo not given)
  SW480 rereplic: -14%
  DRD3 antagonist: 2
  HT1080 IDH1KD tx: -1%
  KB-3-1 tox: 7%
  KB-V1 MDR tox: 10%
  HT1080-NT tox: 15%
  DRD3 agonist: -2
  GLP1R ag: 8%
  IL-1B inflam inh: -16

c1cncc(-c2nnc(SCc3cccc4ccccc34)o2)c1
  SW480 rereplic: -12%
  DRD3 antagonist: 17
  HT1080 IDH1KD tx: -23%
  KB-3-1 tox: -3%
  KB-V1 MDR tox: -4%
  HT1080-NT tox: -24%
  DRD3 agonist: -2
  GLP1R ag: 14%
  IL-1B inflam inh: 0
